KLF5 inhibitor = kruppel-like factor 5 inhibition; AID 1700; DLD-1 KLF5 promoter-luciferase reporter, luminescence; inhibition, % at 5 µM; hit rate 0.23% among 290,000;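 active = inhibition above a per-plate limit of that plate's mean compound inhibition plus 3 SD, cut at about 60% in these data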;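 also: 0% = DMSO wells and 100% = LY294002 at 200 µM; higher means less KLF5 promoter-driven luciferase light; inactives centre near -14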
HSP90 refold inh = inhibitors of HSP90 luciferase refolding in rabbit reticulocyte lysate; luciferase refolding luminescence, 3 h; AID 1789; inhibition, % at 5.6 µM; hit rate 0.91% among 290,000;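 active = inhibition above the screen-wide mean plus 3 SD, computed separately per campaign, cut at about 16% in these data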;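 also: 0% = DMSO wells and 100% = 60 µM geldanamycin wells; inhibitors lower the luminescence because luciferase stays unfolded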
HSF1 inh = HSF1 inhibition. AID 2098. NIH3T3-HGL HSE-luciferase, MG132-induced, luminescence 8 h; active compounds read low. hit rate 0.77% among 300,000. activity change, negative = inhibition, % at 7.5 µM (by protocol);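 active = more than half of replicate wells show activity change below -50%, luminescence cut by over half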;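 also: luciferase reports HSF-1 transcriptional activity via heat shock element; 0% = median of DMSO wells and -100% = zero luminescence signal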
IEC-6 cytotox = IEC-6 cytotoxicity, counter-screen for KLF5 inhibitors. luminescence viability. inhibition, % at 5 µM. hit rate 0.78% among 290,000. AID 1825; in the data active = inhibition above about 22%;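 also: 0% = plate median of test compound wells and 100% = cytotoxic reference compound wells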
GSK3A inh = inhibitors of human GSK-3 alpha kinase | P49840 | ADP-Glo luminescence, 60 min | inhibition, % at 10 µM | hit rate 0.1% among 320,000 | AID 2650;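 in the data active = inhibition above about 50%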;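 also: GST-tagged GSK-3 alpha with peptide substrate and 25 µM ATP; 0% = DMSO neutral wells and 100% = GW8510 positive control wells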
Target sequence (P49840 whole entry, looked up): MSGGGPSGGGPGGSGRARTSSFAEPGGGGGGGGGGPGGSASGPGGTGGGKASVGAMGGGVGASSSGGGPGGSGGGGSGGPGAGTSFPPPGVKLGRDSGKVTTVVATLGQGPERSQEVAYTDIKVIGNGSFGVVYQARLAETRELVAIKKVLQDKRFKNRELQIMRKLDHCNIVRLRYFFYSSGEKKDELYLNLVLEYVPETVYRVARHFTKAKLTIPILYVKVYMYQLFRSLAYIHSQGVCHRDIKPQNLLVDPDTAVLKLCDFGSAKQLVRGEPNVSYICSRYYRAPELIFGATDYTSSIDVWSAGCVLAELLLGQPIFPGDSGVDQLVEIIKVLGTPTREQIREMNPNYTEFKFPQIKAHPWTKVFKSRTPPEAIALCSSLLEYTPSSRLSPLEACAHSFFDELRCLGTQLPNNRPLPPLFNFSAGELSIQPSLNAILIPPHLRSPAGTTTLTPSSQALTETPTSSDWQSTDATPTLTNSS
aSyn UTR inh = 5' untranslated region of α-synuclein, MLPCN primary screen; hit rate 0.82% among 300,000; alpha-synuclein 5'UTR reporter, inhibitor activity; inhibition, % (tested at 7.5 µM); in the data active = inhibition above about 60%;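 also: H4 neuroglioblastoma cells stably carrying SNCA 5'UTR luciferase fusion; 0% = DMSO wells and 100% = positive control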
GSK3B inh = inhibitors of human GSK3beta kinase | P49841 | GST-GSK3beta kinase, ADP-Glo luminescence, 60 min; active compounds read low | activity score (negative = inhibition), % at 10 µM | hit rate 0.038% among 300,000 | AID 2097;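 active = more than half of replicate wells score below -50%, meaning over 50% inhibition versus plate controls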;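 also: 0% = median DMSO wells and -100% = median GW8510 positive control wells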
Target sequence (P49841 whole entry, looked up): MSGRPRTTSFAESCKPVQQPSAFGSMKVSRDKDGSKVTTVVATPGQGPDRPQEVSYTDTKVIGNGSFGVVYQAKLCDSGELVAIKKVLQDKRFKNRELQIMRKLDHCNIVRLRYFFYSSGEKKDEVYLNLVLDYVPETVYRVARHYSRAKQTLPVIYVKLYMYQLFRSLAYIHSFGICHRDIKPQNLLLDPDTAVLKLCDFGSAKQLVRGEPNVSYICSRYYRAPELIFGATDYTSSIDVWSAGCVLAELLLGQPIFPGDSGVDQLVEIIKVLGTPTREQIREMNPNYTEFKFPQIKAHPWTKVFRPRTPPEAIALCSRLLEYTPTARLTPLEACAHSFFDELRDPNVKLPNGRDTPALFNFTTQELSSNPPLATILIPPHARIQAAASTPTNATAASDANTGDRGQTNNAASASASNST
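Test system: GST-fused GSK3beta enzyme, cell-free | Quantity: 1.6 ng GST-GSK3beta enzyme per well | Reagent: 25 µM ATP with peptide substrate | Schedule: 60 min enzyme reaction, room temperature | Signal: Luminescent ADP-Glo measurement of ADP formed | Read-out basis: Score relative to plate controls | Control set: DMSO and 20 µM GW8510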
AI-2 QS mod = modulates the Vibrio harveyi AI-2 quorum sensing system; hit rate 0.4% among 300,000; Vibrio harveyi JMH597 AI-2 luminescence/OD600 ratio, 9 h; active compounds read low; strain lacks LuxN and CqsS sensors; 0 = neutral-control median; activity change, % at 7.5 µM; in the data active = activity change below about -75%, passing the limit was not always enough;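 also: luminescence divided by OD600 gain over 9 h not by final OD600 alone; inactives centre near 13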
PolyA inhibitor = inhibitors of polyadenylation in S. cerevisiae | S. cerevisiae SKY197-pL101 polyadenylation reporter, beta-gal luminescence; efflux-impaired pdr1/pdr3 knockout yeast; score 100 = 6 SD above DMSO | calls only at 12 µM | hit rate 0.02% among 300,000 | AID 1875;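 active = lowest replicate activity score at least 50, where 100 means six control SD above control mean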;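 also: yeast exposed to compound for 9 h at 30 °C; higher score means more reporter readthrough which indicates perturbed polyadenylation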
HSF1 activator = increases HSF-1 driven luciferase reporter signal. hit rate 1.7% among 300,000. NIH3T3-HGL HSF-1 luciferase reporter, MG132, 8 h; 100% = twice DMSO control signal. activation, % at 9 µM. AID 504408;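 active = mean replicate activation of at least 50% with a set share of replicates each reaching 50%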;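 also: 0% = median of the neutral control wells and 100% = twice that signal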
Numbers without * were called inactive; i = inactive; . = no result given. These rows are one share of the data; count on the stated rates, not on these rows.

SMILES	KLF5 inhibitor	HSP90 refold inh	HSF1 inh	IEC-6 cytotox	GSK3A inh	aSyn UTR inh	GSK3B inh	AI-2 QS mod	PolyA inhibitor	HSF1 activator
CCCCOc1ccc(C(O)C(CN2CCOCC2)c2ccccc2)cc1 (stereo unspecified)	1	9	2	-3	0	-5	-2	11	i	9
CC1(OC(=O)CCc2ccccc2)C(=O)C=C2C=C(c3ccc(C#N)cc3)N(C3CC3)C=C2C1=O (stereo unspecified)	.	.	2	.	-1	10	5	-4	i	4
COc1cc(C=O)c(Br)cc1OCC(=O)NCc1ccccc1	9	-2	4	-3	-1	-1	-4	15	i	15
Cc1nnc(SC(C)C)n(N)c1=O	-7	6	2	2	.	12	.	.	i	0
CCCC(=O)Nc1nnc(C2CCCO2)s1 (stereo unspecified)	-53	2	2	0	-4	-8	1	12	i	7
O=C(NN=C1C2CC3CC(C2)CC1C3)c1cc(Cl)ccc1O	-44	-3	-3	9	-1	2	3	54	i	-12
CC(C)[C@H](NC(=O)[C@@H]1CSC2c3ccccc3C(=O)N21)C(=O)NCc1ccco1 (stereo partly specified)	2	-2	-1	2	-1	-1	-22	17	i	-1
NC(CC(=O)OC1CCCCC1)C(=O)OC1CCCCC1 (stereo unspecified)	-4	-5	-6	-3	1	-19	-22	15	i	-12
O=S(=O)(NCc1ccc(C(F)(F)F)cc1)c1ccc(-n2cnnn2)cc1	-6	1	-90*	2	0	-9	-2	21	i	-93
C/C=C/c1ccc(OCCOc2cccc3cccnc23)c(OC)c1	2	3	5	-1	-2	-34	2	11	i	12
COc1ccc2c(c1OC)CN1CCc3cc4c(cc3[C@@H]1[C@@H]2O)OCO4	-38	-2	-3	-6	1	-69	0	19	i	8
CC(C)C(=O)Nc1ccc(NC(=O)c2cc3ccccc3o2)cc1	-22	1	12	5	1	-90	-1	17	i	20
COc1ccccc1CCC(=O)N1CCC(n2nccc2NC(=O)C2CCOC2)CC1 (stereo unspecified)	-17	-1	-1	0	-3	3	2	4	i	-2
CCC(C(=O)OCC(=O)Nc1cccc(C(C)=O)c1)c1ccccc1 (stereo unspecified)	-14	-1	3	-2	9	15	2	17	i	12
CCOc1cccc(-c2cc(C(=O)NN)[nH]n2)c1	-23	-5	25	-4	4	-64	4	12	i	49
O=[N+]([O-])c1cc(Br)c(O)c(/C=N/Nc2nnnn2-c2cccc3ccccc23)c1	-1	-4	-1	0	10	-44	1	11	i	18
COc1ccccc1NC(=O)Cc1csc(N)n1	4	-4	-9	1	-3	-4	5	7	i	-1
CC(=O)Cn1cnc2scc(-c3ccc(C)c(C)c3)c2c1=O	4	0	8	0	0	31	1	2	i	20
CCOC(=O)/C(C#N)=C/c1cccc(F)c1	-19	2	-4	0	-2	-9	-3	75	i	5
COc1ccc(N2CCN(Cc3cc4c(cc3Br)OCCO4)CC2)cc1	3	4	11	-5	-4	25	1	27	i	11
Cc1cc(NC(=O)Nc2ccc(Cl)cc2)n(C)n1	-74	-1	-1	-5	-4	-11	0	11	i	10
CNS(=O)(=O)c1ccc(N2CCCC2=O)c([N+](=O)[O-])c1	1	-4	-9	6	-1	-43	3	20	i	2
CCNC(=O)c1cc(Cl)ccc1OC	1	-4	-7	2	-2	6	2	-3	i	13
COc1ccc(-n2nnnc2-c2ccc(S(C)(=O)=O)cc2Cl)cc1	-13	-2	-4	-4	-2	5	7	21	i	4
COc1cc(O)c(C(CCN2CCCC2)c2ccc3c(c2)OCO3)c(OC)c1 (stereo unspecified)	.	.	1	.	1	14	0	22	.	-9

(more compounds)
SMILES	KLF5 inhibitor	HSP90 refold inh	HSF1 inh	IEC-6 cytotox	GSK3A inh	aSyn UTR inh	GSK3B inh	AI-2 QS mod	PolyA inhibitor	HSF1 activator
O=C(NCc1ccc2c3c(cccc13)C(=O)N2)c1cccs1	-25	3	0	12	.	16	3	0	i	-18
COc1cccc(CN2CCCC(C(=O)N3CCCCC3)C2)c1OC (stereo unspecified)	14	-2	0	0	-2	-1	1	9	i	-8
CCCn1c(SCC(=O)Nc2nonc2C)nnc1-c1ccoc1C	-19	0	-13	-3	-1	-3	.	.	i	-9
O=[N+]([O-])c1cccc(S(=O)(=O)N2CCCCC2c2cccnc2)c1 (stereo unspecified)	-9	3	1	0	0	17	-3	27	i	13
COc1ccccc1-n1cnnc1SCC(=O)Nc1cccc(S(N)(=O)=O)c1	-19	2	1	7	2	6	-1	10	i	1
CC(=O)N1c2c(cc(Br)cc2S(=O)(=O)NCc2ccc3c(c2)OCO3)CC1C (stereo unspecified)	-32	0	-5	-7	-1	5	4	12	i	-3
Cc1ccc(CNC(=O)CNC(=O)[C@@H]2Cc3ccccc3CN2C(=O)OC(C)(C)C)cc1	1	-4	3	-4	0	-10	2	16	i	7
CCOC(=O)c1ccc(NC(=O)CN2C(=O)CSCC2=O)cc1	5	-2	2	-3	-2	5	-1	-73	i	11
COc1cc(SC)ccc1C(=O)N1CCN(c2ccccc2)CC1	-2	2	.	6	-1	-25	0	18	i	.
COc1ccc(C2=NS(=O)(=O)N(C)C(C(=O)N3CCc4ccccc4C3)=C2)cc1OC	-16	-5	3	1	-3	-17	0	13	i	-2
CC1CCCCC1Nc1ncnc2sccc12 (stereo unspecified)	-19	-6	4	-6	8	22	4	-7	i	2
O=C(c1cccc([N+](=O)[O-])c1)c1ccc2c(c1)C(=O)N(c1c[nH]c(=O)[nH]c1=O)C2=O	-16	-3	-6	0	2	6	0	30	i	-12
O=C(c1cccs1)N1CCC(C(=O)N2CCN(Cc3ccc4c(c3)OCO4)CC2)CC1	-7	4	-5	0	0	0	0	19	i	3
O=c1c(/C=N/OCc2ccc(Cl)cc2Cl)c[nH]n1-c1cccc(Cl)n1	-3	0	-10	-5	-3	-1	4	50	i	18
Cc1[nH]c2ccc(C(=O)OC(C)C(=O)NC3(C#N)CCCCC3)cc2c1C (stereo unspecified)	.	.	0	.	0	-1	2	18	i	4
COc1cc(C(=O)Nc2cc(Cl)ccc2-n2cncn2)ccc1OC(F)F	.	.	0	.	0	1	1	23	i	-11
CC(C)CSC1=NSC2=NC(=O)/C(=C\c3cccs3)C(=N)N12	-43	1	13	-4	0	-69	3	15	i	33
O=C(Nc1ccc(Cl)cc1)NN1CC(=O)N(c2cccc(C(F)(F)F)c2)CC1=O	-41	-3	2	-2	2	-5	3	19	i	5
COc1ccc(NC(=O)c2cccc(N3C(=O)C4C5C=CC(C6CC56)C4C3=O)c2)cc1 (stereo unspecified)	-21	-4	-7	-4	-3	-13	0	17	i	1
CC(CN(C)C)CN1c2ccccc2CCc2ccccc21 (stereo unspecified)	.	.	-1	.	1	1	1	4	i	5
Cc1sc(NC(=O)Cn2c(=O)oc3ccccc32)nc1-c1ccc(Cl)cc1	-13	2	-3	3	-2	27	2	19	i	10
Cc1oc(-c2ccccc2Cl)nc1CS(=O)CC(=O)N1CCN(c2ccccc2)CC1 (stereo unspecified)	-37	-3	-6	-4	-1	1	-2	-1	i	-1
O=C(NN1C(=O)C2C3CCC(O3)C2C1=O)c1ccco1 (stereo unspecified)	-18	0	0	4	0	-14	0	5	i	7
O=C(Nc1ccccc1)OCCOc1cccc(Br)c1	-10	2	4	-1	-1	-12	0	-58	i	-4
COc1cc2c(C(=O)NCc3ccc4c(c3)OCO4)cn(CC(C)C)c(=O)c2cc1OC	8	0	1	-5	-7	27	-1	-3	i	19

Carrying on:
SMILES	KLF5 inhibitor	HSP90 refold inh	HSF1 inh	IEC-6 cytotox	GSK3A inh	aSyn UTR inh	GSK3B inh	AI-2 QS mod	PolyA inhibitor	HSF1 activator
Cc1ccc(S(=O)(=O)NCc2n[nH]c(=S)n2C)cc1	3	-2	-8	2	0	-1	0	-1	i	-7
Cc1ccc(S(=O)(=O)CCC(=O)OCc2ccccc2F)cc1	-14	5	3	5	-3	7	-10	9	i	11
CCCCN=C1CC(C)(C)CC(=O)/C1=C(/O)CCCN1C(=O)c2ccccc2C1=O	-22	-1	-1	3	.	12	-1	19	i	12
NC(=O)c1ccc(-n2nnnc2SCC(=O)c2ccc(O)c(O)c2)cc1	-14	3	-9	0	2	6	7	-14	i	-7
Cc1cc(C(F)(F)F)nc(-n2cc(-c3ccccc3)nn2)n1	-45	-1	14	-7	2	-31	2	5	i	-14
COc1cc(/C=N/NC(=O)CCc2c(C)n[nH]c2C)ccc1O	-39	-1	-10	-7	-4	2	0	8	i	-5
COc1cccc(NC(=O)C(C)SCc2ccccc2)c1 (stereo unspecified)	-11	1	2	2	3	-63	-1	6	i	14
Cc1ccc(CNCc2ccc3c(c2)OCO3)cc1	-48	1	3	1	-1	-20	1	3	i	8
Cc1ccc(-c2cc(C(=O)N3CCCc4ccccc43)no2)cc1	-61	-3	41	-2	0	-150	-1	8	i	48
COC(=O)c1cccc(NC(=O)CN2CCOCC2)c1	-25	-2	0	-4	-5	32	-1	18	i	-3
O=C(Nc1ccc(NC(=O)c2cccs2)cn1)c1ccco1	-138	16	16	0	0	8	2	3	i	47
COc1ccc(NC(=O)C2CCCN(C(=O)NC3CCCCC3)C2)cc1OC (stereo unspecified)	-28	1	-1	0	1	-3	-1	3	i	8
CN(C)c1ccc(CN(C(=O)c2ccc(Cl)c([N+](=O)[O-])c2)C2CCS(=O)(=O)C2)cc1 (stereo unspecified)	-29	1	-1	-4	5	5	0	9	i	-5
NC(=O)N/N=C\c1cc(Br)ccc1O	-3	-2	-4	2	11	17	2	3	i	-8
COc1cc(NC(=O)c2cccs2)c(C(=O)OCC(=O)NC(C)c2ccccc2)cc1OC (stereo unspecified)	-24	0	-6	3	1	8	1	-2	i	1
Cc1ccc(S(=O)(=O)CCC(=O)NCCN2C(=O)S/C(=C/c3ccc(F)cc3)C2=O)cc1	-2	-3	15	0	0	2	3	21	i	-2
O=C(Nc1ccc(Oc2ccc(NC(=O)Nc3ccccc3Cl)cc2)cc1)Nc1ccccc1Cl	1	4	12	15	-6	-6	-6	18	i	41
Nc1nc2ccccc2[nH]1	-24	1	7	1	-3	8	-5	4	i	2
CCC(=O)c1ccc(OC(=O)c2cnccn2)cc1	-32	-3	2	-2	2	-2	3	15	i	-6
COc1ccc(CCNC(=S)N2CCC(C(=O)c3ccc(F)cc3)CC2)cc1OC	-10	-6	.	5	0	30	0	16	i	.

An excerpt from above in order of heavy-atom count, highest first:
SMILES	KLF5 inhibitor	HSP90 refold inh	HSF1 inh	IEC-6 cytotox	GSK3A inh	aSyn UTR inh	GSK3B inh	AI-2 QS mod	PolyA inhibitor	HSF1 activator
COc1cc(NC(=O)c2cccs2)c(C(=O)OCC(=O)NC(C)c2ccccc2)cc1OC (stereo unspecified)	-24	0	-6	3	1	8	1	-2	i	1
Cc1ccc(CNC(=O)CNC(=O)[C@@H]2Cc3ccccc3CN2C(=O)OC(C)(C)C)cc1	1	-4	3	-4	0	-10	2	16	i	7
O=c1c(/C=N/OCc2ccc(Cl)cc2Cl)c[nH]n1-c1cccc(Cl)n1	-3	0	-10	-5	-3	-1	4	50	i	18
CC(C)CSC1=NSC2=NC(=O)/C(=C\c3cccs3)C(=N)N12	-43	1	13	-4	0	-69	3	15	i	33
COC(=O)c1cccc(NC(=O)CN2CCOCC2)c1	-25	-2	0	-4	-5	32	-1	18	i	-3
